TEAD-YAP block – TEAD-YAP interaction inhibition; HEK-TIYL cells, TEAD-Gal4/YAP UAS-luciferase luminescence; inhibition, % at 9.12 µM; 1.4% of 640,000 active; AID 1259422; in the data active = inhibition above about 32%;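 also: 0% = median of test compound wells and 100% = reference inhibitor wells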
FBW7 act – activators of human E3 ligase FBW7 | AlphaScreen FBW7–phospho-cyclin E peptide binding, activator screen | normalized activity (activation), % at 26.1 µM | 0.13% of 650,000 active | AID 1259310 | Q969H0; in the data active = normalized activity above about 1.9%;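 also: purified mutant Fbw7 with reduced substrate affinity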
Target sequence (Q969H0 whole entry, looked up): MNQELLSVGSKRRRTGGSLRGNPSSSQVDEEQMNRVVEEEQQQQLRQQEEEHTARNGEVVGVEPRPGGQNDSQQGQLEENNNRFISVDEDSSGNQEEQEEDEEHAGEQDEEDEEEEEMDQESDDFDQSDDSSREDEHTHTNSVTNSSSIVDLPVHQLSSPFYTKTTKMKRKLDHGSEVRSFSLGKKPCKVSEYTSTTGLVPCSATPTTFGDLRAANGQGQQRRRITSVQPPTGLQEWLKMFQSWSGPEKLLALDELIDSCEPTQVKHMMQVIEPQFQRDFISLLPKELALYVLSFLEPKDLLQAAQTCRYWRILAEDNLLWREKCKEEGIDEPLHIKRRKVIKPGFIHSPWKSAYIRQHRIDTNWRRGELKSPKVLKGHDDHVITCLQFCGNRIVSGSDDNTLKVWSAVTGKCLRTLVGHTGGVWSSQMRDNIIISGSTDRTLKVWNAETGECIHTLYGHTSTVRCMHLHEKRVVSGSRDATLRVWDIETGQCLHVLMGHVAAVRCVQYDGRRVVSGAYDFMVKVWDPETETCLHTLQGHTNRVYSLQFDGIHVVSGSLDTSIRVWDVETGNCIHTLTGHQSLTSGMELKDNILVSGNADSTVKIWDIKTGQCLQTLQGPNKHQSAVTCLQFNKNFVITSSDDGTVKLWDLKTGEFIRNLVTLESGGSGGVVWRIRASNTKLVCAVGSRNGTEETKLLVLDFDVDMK
GPR151 ag – human GPR151 activation | activation, % at 11.2 µM | PathHunter beta-arrestin GPR151 cells, luminescence | AID 1508602 | 1% of 650,000 active | Q8TDV0; in the data active = activation above about 4.9%;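 also: 0% = median of compound wells and 100% = cells with positive control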
Target sequence (Q8TDV0 whole entry, looked up): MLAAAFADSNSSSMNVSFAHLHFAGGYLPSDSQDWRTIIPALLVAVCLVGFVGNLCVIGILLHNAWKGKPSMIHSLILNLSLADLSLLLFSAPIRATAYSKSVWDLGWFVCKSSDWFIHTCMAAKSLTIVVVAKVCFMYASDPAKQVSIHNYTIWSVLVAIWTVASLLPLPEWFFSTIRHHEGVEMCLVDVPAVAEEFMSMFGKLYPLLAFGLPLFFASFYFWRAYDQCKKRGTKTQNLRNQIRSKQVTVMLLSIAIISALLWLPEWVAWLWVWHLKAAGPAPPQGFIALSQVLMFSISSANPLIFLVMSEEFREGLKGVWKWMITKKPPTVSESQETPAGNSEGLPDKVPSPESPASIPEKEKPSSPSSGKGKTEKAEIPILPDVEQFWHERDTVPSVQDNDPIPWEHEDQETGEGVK
MITF inh – human MITF inhibition, primary screen. O75030. AlphaScreen MITF homodimerization, bead proximity signal. inhibition, % at 2.6 µM. 0.91% of 650,000 active; in the data active = inhibition above about 50%;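 also: 0% = vehicle wells with protein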
* marks the source's active call; other numbers are inactive results; & = joins results of further samples.

Molecule | TEAD-YAP block | FBW7 act | GPR151 ag | MITF inh
Cc1oc2ccc(OC(=O)C(C)C)cc2c1C(=O)OC(C)C | -2 | -0.1 | -1.4 | -2
O=S(=O)(c1ccc(F)cc1)N1CCC(n2nnc3cc(F)ccc32)CC1 | -1 | 0.0 | -1.1 | -3
O=C(CCn1c(SCC(=O)NCc2ccccc2)nc2cc3c(cc2c1=O)OCO3)NCc1ccc2c(c1)OCO2 | -4 | 0.0 | -1.6 | -2
O=C1COc2cc(-c3c(N4CCc5ccccc54)c(=O)c3=O)ccc2N1 | -12 | 0.0 | -1.8 | -2
CCOc1ccc(NC(=O)c2cn(-c3ccc(F)cc3F)c(=O)c3ccccc23)cc1 | 17 | 0.5 | 0.5 | 8
COc1cc(C#N)ccc1OCc1nc(-c2ccccc2)no1 | -51 | -0.2 | 0.3 | 1
CC1(c2ccncc2)Nc2ccccc2-c2nc3ccccc3n21 (configuration not stated) | -44 | 0.0 | -1.2 | -7
O=C(COc1ccc(Cl)cc1)NNC(=O)C(=O)NCc1ccco1 | 0 | 0.0 | -0.3 | 28
O=c1[nH]c(O)c(C=Nc2ccccc2C(F)(F)F)c(=O)[nH]1 | -8 | -0.7 | 0.4 | -3
CC(C)COC(=O)C(C)Oc1ccc2c(c1)oc(=O)c1ccccc12 (configuration not stated) | -3 | -0.4 | 0.1 | 8
CCOC(=O)N1CCc2c(sc(NCc3cc(OC)ccc3OC)c2C(=O)Nc2cc(Cl)ccc2OC)C1 | 1 | 0.0 | 1.0 | 6
COCCN1CCCc2ccc(NS(=O)(=O)c3cccs3)cc21 | 4 | 0.0 | 2.5 | 13
OC(COc1ccc(CNCC2CC2)cc1)CN1CCc2ccccc2C1 (configuration not stated) | 7 | -0.1 | 0.2 | 8
COc1ccc(S(=O)(=O)CCC(=O)Nc2cc(OC)ccc2OC)cc1 | -8 | 0.0 | -0.8 | 17
CC(C)CNC(=O)C(=O)NCC1OCCN1S(=O)(=O)c1ccc(Cl)cc1 (configuration not stated) | 8 | 0.3 | 0.9 | 3
COCCNc1cnn(-c2ccccc2)c(=O)c1Cl | -17 | 0.2 | -0.9 | 10
Cc1ccccc1NC(=O)C1C(=O)N(C)C2(C)CC1c1ccccc1O2 (configuration not stated) | -8 | -0.4 | 0.2 | 4
CS(=O)(=O)N(CC1CC1)C1CCN(CCc2ccccn2)CC1 | 6 | 0.0 | 0.2 | -8
O=C1NC(c2ccc(Br)cc2)/C(=C(\O)c2ccc(Br)cc2)C1=O (configuration not stated) | 5 | -0.1 | 0.4 | -66
COc1cc2c(cc1OC)C(Nn1cnnc1)=NC1(CCCC1)C2 | -2 | 0.0 | -0.4 | 1
COc1ccccc1S(=O)(=O)Cc1ccc(C(=O)NC2CCCCCC2)o1 | 9 | -0.1 | 0.1 | -4
O=C(OCc1nnc(-c2ccccc2)o1)c1cc2ccccc2cc1O | -10 | -0.1 | 0.3 | 4
CC1=NN(C(N)=S)C(=O)C1N=Nc1ccc(F)cc1 (configuration not stated) | -38 | -0.3 | -2.5 | -17
COC(=O)C1=C(C)NC(C)=C(C(=O)OC)C1c1cn(-c2ccccc2)nc1-c1ccc(OC)c(Br)c1 | 6 | 1.2 | 1.7 | 13
Cc1cc(C(=O)N(CCN2CCOCC2)c2nc3c(F)cc(F)cc3s2)on1 | -57 | 0.2 | 0.8 | 11
O=C(CSc1nc2ccccc2c(=O)n1-c1ccccc1)N1CCN(CCO)CC1 | -1 | 0.1 | -0.6 | -2
OC1CCN(c2cc(-c3cncc(-c4ccccc4)c3)nc(-c3ccccc3)n2)CC1 | 6 | -0.1 | -0.5 | 6
COc1ccc(CCNc2nc(Cl)nc3cc(OC)c(OC)cc23)cc1 | 0 | 0.0 | 0.8 | 0
COC(=O)c1c(NC(=O)Nc2cccc(OC)c2)sc2c1CCCC2 | -3 | -0.1 | 0.5 | -3
Cc1ccc(NC(=O)C2CCCN(S(=O)(=O)c3ccc4[nH]c(=O)ccc4c3)C2)c(C)c1 (configuration not stated) | 3 | -0.1 | 1.6 | 14

Rewritten with each value named: 4 of the compounds above.
COc1ccccc1S(=O)(=O)Cc1ccc(C(=O)NC2CCCCCC2)o1
  TEAD-YAP block: 9	FBW7 act: -0.1	GPR151 ag: 0.1	MITF inh: -4

O=C(OCc1nnc(-c2ccccc2)o1)c1cc2ccccc2cc1O
  TEAD-YAP block: -10	FBW7 act: -0.1	GPR151 ag: 0.3	MITF inh: 4

CC1=NN(C(N)=S)C(=O)C1N=Nc1ccc(F)cc1 (configuration not stated)
  TEAD-YAP block: -38	FBW7 act: -0.3	GPR151 ag: -2.5	MITF inh: -17

COC(=O)C1=C(C)NC(C)=C(C(=O)OC)C1c1cn(-c2ccccc2)nc1-c1ccc(OC)c(Br)c1
  TEAD-YAP block: 6	FBW7 act: 1.2	GPR151 ag: 1.7	MITF inh: 13

Remaining list, next part:
Molecule | TEAD-YAP block | FBW7 act | GPR151 ag | MITF inh
Cc1ccc(C2Nc3ccccc3NC3=C2C(=O)CC(c2cccs2)C3)s1 (configuration not stated) | 2 | -0.2 | -0.3 | 14
Cc1c2cnn(-c3ccccc3)c(=O)c2c(C)n1C(C)C(=O)Nc1ccc(F)cc1 (configuration not stated) | 8 | -0.2 | -0.6 | -1
O=C(CSc1cccs1)NC1=NN(c2ccccc2)C(=O)C1 | 1 | -0.2 | 0.6 | -6
CCN1CCN(c2cc(C)c3cc(NC(=O)c4ccc(N(CC)CC)cc4)ccc3n2)CC1 | 6 | -0.1 | -1.9 | 3
COc1ccc(OC)c(NC(=O)c2ccc(-c3cccc(Cl)c3C)o2)c1 | 0 | 0.1 | 0.3 | 10
CCOC(=O)c1c(NC(=O)CSc2nnc(CNC(=O)c3cccc(C)c3)n2-c2ccc(F)cc2)sc2c1CCCC2 | 6 | 0.1 | 1.2 | 4
Cc1ccc(-c2nnc3c4ccccc4c(C)nn23)cc1S(=O)(=O)NCc1ccccc1 | -6 | 0.1 | 0.3 | -8
CCCOc1ccc(N2C(=O)CC(N(CCC34CC5CC(CC(C5)C3)C4)C(C)=O)C2=O)cc1 (configuration not stated) | 2 | 0.1 | 0.5 | -1
CCCCn1c(CNC(=O)Cc2ccc(OC)cc2)nnc1SC(C)C(=O)Nc1sc(C(=O)OCC)c(C)c1C(=O)OCC (configuration not stated) | -6 | 0.2 | -0.9 | -12
CCOc1ccc(-n2c(/C=C/c3ccc(Br)cc3)nc3cc(OC)c(OC)cc3c2=O)cc1 | -10 | 0.0 | -0.6 | 8
CCOC(=O)c1[nH]cnc1C(=O)Nc1ccc(N)cc1 | 15 | 0.5 | -1.4 | 10
COc1cc(C2NC(=O)NC(C)=C2C(=O)OCC(C)C)cc(Cl)c1O (configuration not stated) | -2 | -0.1 | 1.5 | -8
O=C1N[C@@H](Cc2ccc(Cl)cc2)C(=O)N2C[C@@H](NCc3ccccc3Cl)C[C@@H]12 | 8 | -0.1 | -0.6 | 17
CCc1c(C)nc(NC2CCN(C(=O)C3(c4ccc(OC)cc4)CC3)CC2)[nH]c1=O | 6 | -0.2 | 0.2 | -3
CCN(CC)C(=O)C1CCCN(C(=O)c2cc(COc3ccc4ncccc4c3)on2)C1 (configuration not stated) | 8 | 0.0 | -0.6 | -8
CC(C)c1onc(C(=O)Nc2ccc3c(c2)OCO3)c1[N+](=O)[O-] | -13 | 0.1 | -1.3 | 3
Cc1cc(C(=O)Nc2cccc(Oc3ccccc3)c2)c(C)o1 | -2 | 0.1 | 0.1 | 19
CC(C)=C(C#N)c1nc2ccccc2n1C | 11 | 0.0 | 0.5 | 13
COc1ccc(N2CCN(Cc3nnnn3CCc3ccc(OC)c(OC)c3)CC2)cc1 | 4 | -0.2 | -0.1 | -20
Cc1ccc([N+](=O)[O-])cc1NS(=O)(=O)c1c(C)ccc2nsnc12 | 3 | 0.1 | -0.8 | 18
CCOC(=O)C1=C(C)N=c2s/c(=C\c3ccc(-c4ccccc4[N+](=O)[O-])o3)c(=O)n2C1c1ccc(C(C)C)cc1 (configuration not stated) | -2 | 0.0 | -0.7 | 0
CC1(C)CC(=O)C2=C(C1)N(c1ccccc1)C(=O)CC2c1cccc([N+](=O)[O-])c1 (configuration not stated) | 2 | 0.1 | 2.9 | 2
N#C/C(=C/c1cc2c(cc1Cl)OCO2)C(=O)NCCc1c[nH]c2ccccc12 | -1 | 0.6 | -0.6 | 13
Cc1ccc(C(=O)COC(=O)c2cccc(NC(=O)c3ccc(Cl)cc3Cl)c2)cc1 | -26 | 0.0 | -1.3 | 3
O=C(Nc1ccc(C(F)(F)F)cc1)c1cc(S(=O)(=O)N2CCc3ccccc3C2)ccc1F | -5 | 0.7 | 0.3 | 27
COC(=O)C(CCSC)NC(=O)c1cc(C)nc2ccccc12 (configuration not stated) | -9 | -0.1 | 1.7 | -7
O=C(/C=C/c1cccc([N+](=O)[O-])c1)N1CCN(c2ccc(Cl)cc2)CC1 | 8 | 0.6 | -1.0 | 20
CC[C@H](Cn1nc(-c2cccs2)ccc1=O)NC(=O)c1n[nH]c(=O)c2ccccc12 | -1 | -0.1 | 0.0 | 5
Nc1nnnn1/N=C/c1ccc(-c2ccc(F)c(Cl)c2)o1 | 0 | 0.0 | -0.9 | 83*
Cc1cccc(N(C)C(=O)CCS(=O)(=O)c2ccc3c(c2)n(C)c(=O)c(=O)n3C)c1 | 8 | -0.1 | -1.3 | 7
CN(C)C(=O)c1ccc(N2CCC(NCC3CCCN(CCc4ccccc4)C3)CC2)cc1 (configuration not stated) | -11 | 0.2 | -0.2 | -7
CCn1c(C(=O)OC)cc2sc(Cl)cc21 | -3 | 0.6 | 1.2 | 4
Cc1cc2nc3cc(N)c(C)cc3cc2cc1N | 73* | 0.1 | 0.6 | 8
CCSCCOC(=O)C1=C(C)NC2=C(C(=O)CC(c3ccc(OC)cc3)C2)C1c1ccc(OC)cc1 (configuration not stated) | -8 | 1.1 | -1.0 | 18
CC(C)c1ccc(NC(=O)c2cc(S(=O)(=O)NC3CCCC3)ccc2F)cc1 | -4 | 0.0 | -1.8 | -6
Cc1nc(NCCNC(=O)C(C)(C)C)c2c3c(sc2n1)CCCC3 | 6 | 0.1 | 0.9 | 16
CCOC(=O)C(C)Sc1ncnc2sc(C)c(C)c12 (configuration not stated) | 5 | 0.0 | 0.9 | 4
Cc1[nH]c2cc([N+](=O)[O-])ccc2c1/C=N/Nc1ccc([N+](=O)[O-])cc1[N+](=O)[O-] | 3 | 0.4 | 0.3 | -7
COc1ccc(C2C(=O)c3ccccc3C2=O)cc1 | -4&2 | -0.2&0.1 | -1.4&0.1 | 7&5
O=C(CSc1n[nH]c(=O)[nH]c1=O)c1ccc(Cl)cc1 | 0 | 0.0 | -0.2 | -1
O=C(CS(=O)(=O)c1cccc2nsnc12)Nc1ccccc1C(=O)O | 8 | -0.2 | 1.0 | 14
COc1cccc(-c2nnc3c4c5c(sc4ncn23)CC(C)CC5)c1 (configuration not stated) | 0 | 0.3 | -0.3 | 0
COc1ccc(NC(=S)NCCCn2ccnc2)cc1 | 6 | 0.0 | 2.4 | 10
O=C(Nc1ccccc1Cl)c1nc2c(nnn2Cc2cccc3c2OCCO3)c(=O)[nH]1 | -3 | 0.1 | 4.7 | 2
N#Cc1c(SCc2ccccc2)nc(N2CCOCC2)c2c1CCCC2 | -2 | 0.1 | -0.1 | 8
CC(=O)Nc1ccc(NC(=O)c2csc(Nc3ccc(-n4ccnc4)cc3)n2)cc1 | 3 | -0.1 | -0.4 | 2
Cc1cc(NCCc2ccccc2F)n2ncnc2n1 | -1 | 0.3 | 0.9 | 11
N#C/C(=C\c1ccccc1)C(=O)NNC(=O)COc1cccc(C(F)(F)F)c1 | 7 | -0.1 | -0.5 | -11
CCOc1nc(NCCN2CCOCC2)nc(Nc2ccc(Cl)cc2)n1 | 9 | 0.2 | -1.1 | 2
CCOC(=O)C(NC(C)=O)C(O)c1ccc(N)cc1 (configuration not stated) | -6 | -0.1 | -0.2 | 10

(cont.)
Molecule | TEAD-YAP block | FBW7 act | GPR151 ag | MITF inh
O=C(CN1C(=O)C2C=CC=CC2C1=O)OCC(=O)c1ccc([N+](=O)[O-])cc1 (configuration not stated) | 13 | 0.3 | -0.3 | 7
CCN(C(=O)c1ccc([N+](=O)[O-])cc1)c1ccccc1C | -2 | 1.0 | -0.5 | 14
CC(C)CN1CCc2nnc(C(NC(=O)c3ccoc3)C(C)C)n2CC1 (configuration not stated) | 2 | 0.0 | -1.1 | -11
C=CCn1c(SCC(=C)C)nc2c1c(=O)[nH]c(=O)n2C | -13 | 0.2 | 1.1 | 0
CC(C)C(NS(=O)(=O)c1cccs1)C(=O)NC1CCCC1 (configuration not stated) | 0 | -0.1 | 0.5 | -6
O=C(O)CN1CCN(Cc2ccc(Cl)cc2)C1=O | 13 | 0.1 | 4.3 | 1
Cc1cc(NS(=O)(=O)c2ccc(NC(=O)CCCOc3cccc(C)c3C)cc2)no1 | -8 | 0.1 | 1.2 | 15
COc1ccccc1NC(=O)c1c(NC(=O)c2ccc([N+](=O)[O-])cc2)sc(-c2ccccc2)c1C | 10 | 0.2 | 0.0 | -1
O=C(CSc1nnc2ccccn12)c1ccc2c(c1)OCO2 | -53 | -0.3 | 0.5 | -3

Taken from the results shown (six entries):
Molecule | TEAD-YAP block | FBW7 act | GPR151 ag | MITF inh
O=C(CN1C(=O)C2C=CC=CC2C1=O)OCC(=O)c1ccc([N+](=O)[O-])cc1 (configuration not stated) | 13 | 0.3 | -0.3 | 7
CCN(C(=O)c1ccc([N+](=O)[O-])cc1)c1ccccc1C | -2 | 1.0 | -0.5 | 14
CC(C)CN1CCc2nnc(C(NC(=O)c3ccoc3)C(C)C)n2CC1 (configuration not stated) | 2 | 0.0 | -1.1 | -11
C=CCn1c(SCC(=C)C)nc2c1c(=O)[nH]c(=O)n2C | -13 | 0.2 | 1.1 | 0
CC(C)C(NS(=O)(=O)c1cccs1)C(=O)NC1CCCC1 (configuration not stated) | 0 | -0.1 | 0.5 | -6
O=C(O)CN1CCN(Cc2ccc(Cl)cc2)C1=O | 13 | 0.1 | 4.3 | 1

From PubChem BioAssay
